Screening results deposited in PubChem by several laboratories.
Rtt109 Vps75 – inhibitors of C. albicans Rtt109/Vps75 HAT, primary screen, biochemical, ThioGlo CoA-SH fluorescence, plate reader; Histone acetyltransferase RTT109 (Candida albicans (strain SC5314 / ATCC MYA-2876)), …; purified Rtt109/Vps75, 4 h; inhibition, % at 34.9 µM; 330,000 compounds, 0.16% hits; AID 540336, 2011;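 active means inhibition of at least 50% in every replicate; inconclusive means best replicate reaches 50% inhibition but some replicates fall short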
Target sequence (Q5AAJ8 whole entry, looked up): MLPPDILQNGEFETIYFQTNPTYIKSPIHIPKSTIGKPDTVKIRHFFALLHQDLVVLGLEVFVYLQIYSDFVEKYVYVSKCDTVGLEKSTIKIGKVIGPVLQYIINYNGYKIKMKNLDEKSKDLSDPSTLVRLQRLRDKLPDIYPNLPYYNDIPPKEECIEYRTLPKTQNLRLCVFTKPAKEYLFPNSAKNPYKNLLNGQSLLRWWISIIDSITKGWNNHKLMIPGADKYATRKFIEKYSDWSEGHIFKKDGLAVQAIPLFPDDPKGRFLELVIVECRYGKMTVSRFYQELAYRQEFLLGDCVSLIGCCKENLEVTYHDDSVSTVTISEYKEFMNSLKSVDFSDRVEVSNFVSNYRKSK
V-ATPase pH – regulators of yeast V-ATPase proton pumping, primary screen, pHLuorin cytosolic pH fluorescence | S. cerevisiae | response, % at 10 µM | 350,000 compounds, 0.37% hits; in the data active means response mostly above about 7.3%, no sharp cut-off; inactive means mostly below about 5.4%; further: actives read high; inactives centre near 0; some compounds called inactive have numbers as strong as hits; reference of the scale not given here
CDK5 p35 inh – inhibitors of human CDK5/p35 kinase, primary screen, biochemical, single concentration. Recombinant CDK5/p35, ADP-Glo luminescence, 60 min. 330,000 compounds, 0.01% hits. Cyclin-dependent kinase 5 (Homo sapiens) + Cyclin-dependent kinase 5 activator 1 (Homo …. inhibition, % at 10 µM;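 active means highest replicate inhibition of at least 50% and at least 75% of replicates reaching 50%; inconclusive means only one of the two criteria met; inactive means both criteria failed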;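 further: plate controls were DMSO neutral control for no effect and GW8510 at 10 µM for full effect; many of its hits are not listed in these tables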
Target sequence (Q00535 whole entry, looked up): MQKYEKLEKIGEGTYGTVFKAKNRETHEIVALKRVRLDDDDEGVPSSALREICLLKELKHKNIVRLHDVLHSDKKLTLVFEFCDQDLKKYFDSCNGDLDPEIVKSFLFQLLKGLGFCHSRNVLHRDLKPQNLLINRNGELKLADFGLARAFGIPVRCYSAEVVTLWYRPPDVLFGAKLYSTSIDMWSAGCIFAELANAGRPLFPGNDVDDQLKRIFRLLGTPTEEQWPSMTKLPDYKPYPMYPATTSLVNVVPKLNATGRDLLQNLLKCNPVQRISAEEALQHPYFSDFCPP
Target sequence (Q15078 whole entry, looked up): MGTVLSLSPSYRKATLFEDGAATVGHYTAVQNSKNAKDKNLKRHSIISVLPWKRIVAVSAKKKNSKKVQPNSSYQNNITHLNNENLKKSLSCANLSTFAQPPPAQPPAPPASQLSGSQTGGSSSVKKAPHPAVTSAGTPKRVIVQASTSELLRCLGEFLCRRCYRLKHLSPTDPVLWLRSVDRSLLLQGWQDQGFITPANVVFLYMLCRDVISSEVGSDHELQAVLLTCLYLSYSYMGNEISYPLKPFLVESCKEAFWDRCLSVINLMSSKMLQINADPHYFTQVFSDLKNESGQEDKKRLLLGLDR
Tat transport – E. coli Tat export inhibitors, primary screen, MC4100, TorA-mCherry reporter, fluorescence, single point. inhibition, % at 10 µM. 340,000 compounds, 0.036% hits;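 active means mean replicate inhibition at least 50% and at least half of replicates individually reaching 50%; inconclusive means only one of the two criteria met; inactive means neither criterion met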;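 further: exported cargo escapes ClpAP degradation while cytoplasmic cargo is degraded and loses fluorescence; 0% = median of neutral control wells and 100% = median of NaSCN control wells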
MITF act – activators of MITF-driven TRPM1 promoter reporter, primary screen, cell-based, SK-MEL-5, luciferase, single point. SK-MEL-5 TRPM1-promoter luciferase, 24 h; % of positive control, neutral wells = 0. activation, % at 12.5 µM. 300,000 compounds, 0.75% hits. AID 588334, 2011;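 active means mean activation of at least 80% with every replicate also reaching 80%; inconclusive means mean reaches 80% but some replicate falls short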;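 further: 0% = neutral control wells and 100% = parthenolide positive control wells; values of inactives mirror those of a sister screen read the other way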
CAL PDZ FP-1 – CAL PDZ peptide-binding inhibitors, primary screen, biochemical, fluorescence polarization, Cer-tagged CAL PDZ, HTS. AID 504414, 2011. 330,000 compounds, 0.02% hits. purified CAL PDZ, TMR-peptide fluorescence polarization, 1 h. inhibition, % at 20 µM;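 active means highest replicate inhibition of at least 40%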;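 further: plate controls were DMSO neutral control wells for no effect and unlabeled competitor peptide control wells for full effect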
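Assay system – tagged CAL PDZ protein CerCALP, purified · Timing – 1 h at RT · Compound – single point, 20 µM · Measured by – fluorescence polarization from S- and P-plane intensities, G-factor corrected · Evaluation – inhibition from polarization loss · Probe or stimulus – TMR reporter peptide T*-PRC34 · Buffer or medium – pH 7.4 phosphate-saline buffer, reducing agent, detergent, IgG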
CAL PDZ FP-2 – untagged CAL PDZ binding inhibitors, primary screen, biochemical, fluorescence polarization, HTS; Golgi-associated PDZ and coiled-coil motif-containing protein (Homo sapiens), Q9HD26; purified CAL PDZ, TMR-peptide fluorescence polarization, 1 h; 300,000 compounds, 0.92% hits; inhibition, % at 24.9 µM; AID 602252, 2012;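 active means mean inhibition of at least 30% with at least half of replicates also reaching 30%; inconclusive means no clear call, values can overlap the other calls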;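 further: 0% = DMSO neutral control and 100% = excess unlabeled competitor peptide PRC23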
Wnt bcat act – Wnt/beta-catenin pathway activators, primary screen, cell-based, plate reader, single point | activation, % at 9.35 µM | 300,000 compounds, 1.2% hits | Wnt/beta-catenin reporter cell assay, activator; in the data active means activation above about 30%, passing the limit was not always enough; inconclusive means no clear call, values can overlap the other calls;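 further: 0% = neutral control wells and 100% = positive control wells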
dFosB activator – activators of delta FosB homodimer, primary screen, biochemical, fluorescence polarization, TAMRA-CDK5 oligo, single point. activation, % at 25 µM. Protein FosB (Mus musculus), P13346. purified delta FosB; percent of positive-control signal above neutral wells. 340,000 compounds, 0.99% hits;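 active means mean activation above about 17%, with every replicate also reaching it, limit read from the data, passing the limit was not always enough; inconclusive means only one of the two conditions met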;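 further: fluorescence polarization rise as delta FosB binds a TAMRA Cdk5 AP-1 oligo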
RTF Ca sens act – cardiac RTF calcium sensitivity activators, primary screen, biochemical, IANBD-TnC fluorescence, EC20 calcium | activation, % at 7.2 µM | 340,000 compounds, 0.24% hits | IANBD-labeled TnC RTF fluorescence at EC20 calcium; 0% EC20 calcium, 100% full calcium | Troponin I, cardiac muscle (Homo sapiens) + Troponin T, cardiac muscle (Homo sapiens) + … | AID 493008, 2010;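 active means activation above the mean over all tested compounds plus 3 SD, cut at about 30% in these data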;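 further: rise in fluorescence read as greater calcium sensitivity of cardiac thin filaments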
* hit, by the source's call; ? = inconclusive; nt = not tested or not shown.

SMILES | CAL PDZ FP-2 | RTF Ca sens act | Tat transport | Wnt bcat act | CAL PDZ FP-1 | MITF act | dFosB activator | V-ATPase pH | Rtt109 Vps75 | CDK5 p35 inh
Cc1ccc(NC(=O)c2c(C)noc2C)cc1S(=O)(=O)N1CCOCC1 | 6 | -2 | -9 | -2 | 0.6 | -1 | -1 | -1 | 4 | -1.0
COc1ccccc1N(CC(=O)Nc1ccccc1C(=O)NCC(C)C)S(C)(=O)=O | 3 | 1 | -9 | nt | -1.2 | -6 | -2 | -5 | 2 | 0.9
Cc1cccc(C)c1NC(=O)COC(=O)c1ccccc1Nc1ccccc1 | -3 | -1 | 5 | -1 | 0.3 | -9 | -8 | 0 | 3 | 1.8
C#CCSc1nc2ccccc2n1C(=O)c1ccc(S(=O)(=O)N2CCCCC2)cc1 | nt | 9 | -7 | nt | -0.4 | -9 | 1 | 7 | -6 | 0.1
C=CCNC(=O)c1ccc2c(c1)S(=O)(=O)c1ccccc1C2=O | -1 | -3 | -2 | 2 | 0.2 | 12 | 4 | 3 | 3 | 1.3
O=C(COc1ccccc1)NCc1ccc(-n2cccc2)cc1 | -2 | 1 | -3 | -2 | -3.0 | -3 | 0 | 0 | 3 | 0.2
NS(=O)(=O)c1ccc(N2CCOCC2)c(C(=O)NCCCSc2ccccc2)c1 | 4 | -2 | 3 | -7 | -2.8 | 12 | -2 | 2 | -7 | 0.3
N#Cc1cccc(NC(=O)CCC2CCCC2)c1 | -1 | 12 | 4 | nt | nt | 21 | -15 | -1 | -7 | -2.6
COC(=O)C(NC(=O)c1ccc(Cl)cc1)(Nc1nc(C)cs1)C(F)(F)F (stereo not given) | -4 | -2 | 3 | nt | -2.3 | nt | 0 | 0 | -3 | -1.0
COc1ccccc1C(=O)N/C(=C\c1cn(S(=O)(=O)N(C)C)c2ccccc12)C(=O)N1CCCC1 | -2 | 2 | 0 | 0 | -1.9 | -5 | -8 | -3 | 12 | -0.5
COc1cccc(C#Cc2c(CO)[nH]c3ccccc23)c1 | 5 | -1 | -3 | 2 | 0.4 | -12 | -8 | -3 | 4 | 1.6
O=S(=O)(Nc1ccccc1O)c1ccc(Cl)nc1 | -2 | 3 | 0 | -7 | -2.2 | 2 | -3 | 0 | ? | -0.2
COC(=O)c1c(NC(=O)Cc2ccccc2)sc2c1CC(C)(C)NC2(C)C | nt | -5 | -4 | -4 | -1.5 | 8 | -9 | -3 | 7 | -1.4
CCCCc1ccc(S(N)(=O)=O)cc1 | -6 | -6 | 4 | -1 | -2.1 | -1 | 3 | -10 | nt | 0.7
CC(N)C(=O)NC(C(=O)N1CCCC1C(=O)NC(c1ccccc1)c1ccccc1)C(C)C (stereo not given) | 0 | -3 | -14 | -2 | 1.3 | -13 | 5 | 4 | -6 | -0.3
COc1ccc(CN2CCNC(=O)C2CC(=O)NC2CCOCC2)cc1C (stereo not given) | -3 | -2 | -4 | 0 | -2.2 | -1 | -11 | -2 | 5 | -0.6
CCc1ccc(C(=O)CSc2nc3cc(S(=O)(=O)N4CCOCC4)ccc3n2CC)cc1 | -5 | 6 | 10 | 2 | -2.1 | -1 | -11 | 1 | 7 | -0.2
CCN(CC)C(=O)c1ccc(NS(=O)(=O)c2ccc3[nH]c(=O)[nH]c3c2)cc1 | -2 | -2 | 1 | -2 | -1.4 | 12 | -8 | -1 | -4 | -0.4
O=C(NCCc1ccc(Cl)cc1)c1cnc2n(c1=O)CCS2 | nt | -6 | 11 | -3 | -2.2 | 26 | -3 | 0 | -8 | 0.4
COc1cc(/C=C2\SC(=Nc3ccccc3OC)NC2=O)ccc1O | -1 | -5 | 6 | 0 | nt | -47 | -19 | -3 | 1 | 2.5

Arranged by length of the SMILES (high to low): some entries from above.
SMILES | CAL PDZ FP-2 | RTF Ca sens act | Tat transport | Wnt bcat act | CAL PDZ FP-1 | MITF act | dFosB activator | V-ATPase pH | Rtt109 Vps75 | CDK5 p35 inh
CC(N)C(=O)NC(C(=O)N1CCCC1C(=O)NC(c1ccccc1)c1ccccc1)C(C)C (stereo not given) | 0 | -3 | -14 | -2 | 1.3 | -13 | 5 | 4 | -6 | -0.3
CCN(CC)C(=O)c1ccc(NS(=O)(=O)c2ccc3[nH]c(=O)[nH]c3c2)cc1 | -2 | -2 | 1 | -2 | -1.4 | 12 | -8 | -1 | -4 | -0.4
CCc1ccc(C(=O)CSc2nc3cc(S(=O)(=O)N4CCOCC4)ccc3n2CC)cc1 | -5 | 6 | 10 | 2 | -2.1 | -1 | -11 | 1 | 7 | -0.2
C#CCSc1nc2ccccc2n1C(=O)c1ccc(S(=O)(=O)N2CCCCC2)cc1 | nt | 9 | -7 | nt | -0.4 | -9 | 1 | 7 | -6 | 0.1
COC(=O)c1c(NC(=O)Cc2ccccc2)sc2c1CC(C)(C)NC2(C)C | nt | -5 | -4 | -4 | -1.5 | 8 | -9 | -3 | 7 | -1.4
Cc1ccc(NC(=O)c2c(C)noc2C)cc1S(=O)(=O)N1CCOCC1 | 6 | -2 | -9 | -2 | 0.6 | -1 | -1 | -1 | 4 | -1.0
Cc1cccc(C)c1NC(=O)COC(=O)c1ccccc1Nc1ccccc1 | -3 | -1 | 5 | -1 | 0.3 | -9 | -8 | 0 | 3 | 1.8
COc1ccc(CN2CCNC(=O)C2CC(=O)NC2CCOCC2)cc1C (stereo not given) | -3 | -2 | -4 | 0 | -2.2 | -1 | -11 | -2 | 5 | -0.6

(listing goes on)
SMILES | CAL PDZ FP-2 | RTF Ca sens act | Tat transport | Wnt bcat act | CAL PDZ FP-1 | MITF act | dFosB activator | V-ATPase pH | Rtt109 Vps75 | CDK5 p35 inh
COc1ccc(N2CCN(C(=O)CCc3nnc4ccc(N5CCCC5)nn34)CC2)cc1 | -4 | 4 | -6 | -2 | -0.7 | 8 | -13 | 1 | -3 | 2.9
O=C(Nc1nccs1)[C@@H]1CC=C[C@@H]2CCN(Cc3ccccc3)C(=O)[C@@H]21 | -5 | 4 | -7 | -3 | 1.3 | -7 | 0 | -1 | 13 | -0.6
Cc1cccc(NS(=O)(=O)c2nnc(NC(=O)c3ccc(Cl)cc3)s2)c1 | -5 | -3 | 0 | 3 | -1.0 | -6 | 11 | -2 | 0 | -2.6
CCCc1nc(SCC(=O)Nc2cc(C)on2)c2ccccc2n1 | 5 | -3 | -8 | -3 | -0.7 | nt | 0 | -1 | -6 | 0.3
CCOc1ccc(OCCC(=O)OCC(=O)Nc2cc(S(=O)(=O)N3CCOCC3)ccc2OC)cc1 | 21 | -3 | -1 | 1 | -0.3 | -6 | -14 | -2 | 22 | 1.0
Cn1nccc1NC(=O)Nc1ccccc1 | 11 | -6 | -5 | nt | 0.3 | -14 | 1 | -3 | 5 | 1.3
CC(=O)Nc1ccc(S(=O)(=O)Nc2cc(C)c(-n3nc4ccccc4n3)cc2O)cc1 | 1 | 1 | 1 | nt | -0.5 | -9 | -2 | 4 | 1 | 0.0
COC(=O)CCSC(=S)N1CCOCC1 | nt | -3 | 0 | -1 | -0.6 | nt | -5 | -1 | 2 | -0.9
CCCCCCNC(=O)Cc1ccc(Br)cc1 | 2 | 5 | 3 | -1 | 0.9 | 18 | -3 | 0 | 9 | -3.3
Cc1cc(OCC(=O)OCC(=O)Nc2ccc(Cl)cn2)ccc1Cl | -5 | -5 | 5 | 2 | -0.2 | -4 | -11 | -1 | 4 | 0.7
CCC(=O)NC(=S)Nc1ccc(NC(=O)c2ccco2)c(Cl)c1 | 2 | nt | -5 | 8 | 0.6 | 33 | -5 | -1 | -5 | -0.8
CC(=O)c1ccc(NC(=S)NNC(=O)c2ccccc2[N+](=O)[O-])cc1 | nt | 1 | -8 | -1 | -0.6 | -2 | -8 | 1 | 4 | 1.3
CC(=O)C1=C(c2ccccc2)NC(=O)NC1c1ccc(O)c(O)c1 (stereo not given) | 0 | 1 | -5 | -2 | -0.8 | 0 | 4 | -1 | 0 | 0.7
COCCCNC(=S)N/N=C/c1ccc(O)cc1 | -4 | 10 | 9 | 15 | 0.7 | -8 | -3 | 13* | -1 | -3.6
Cc1cc(C)c2c(CC(=O)O)coc2c1 | -2 | -3 | 0 | nt | 0.3 | 11 | 5 | 1 | -7 | -0.5
Cc1occc1C(=O)Nc1ccc2c(c1)OCO2 | 0 | -6 | 13 | nt | -2.3 | 79 | 3 | -7 | -1 | 0.6
CC1CC(C(O)c2ccccn2)C(=O)C(C(O)c2ccccn2)C1 (stereo not given) | -1 | 2 | 7 | 4 | -0.2 | -1 | -2 | 0 | -6 | 1.4
Cc1ccccc1-c1nnc(SCC(=O)NC2CCCC2)o1 | -5 | 0 | 0 | 1 | -2.6 | 25 | -19 | 5 | -2 | -0.1
COc1ccc(CNCc2cc3c(C(C)(C)C)nn(-c4ccccc4)c3[nH]c2=O)cc1 | -2 | -32 | 1 | nt | -2.7 | -57 | 0 | -2 | -9 | -0.9
COc1ccc(-n2nc3c(c2NC(=O)c2ccc(N4C(=O)CCC4=O)cc2)CSC3)cc1 | -7 | 4 | 5 | 0 | -1.3 | -3 | -13 | 6 | 57* | 2.4
C=CCn1c(NCCc2ccccc2)nc2c1c(=O)n(C)c(=O)n2C | -3 | 2 | -19 | nt | -0.9 | -8 | -4 | 0 | -8 | 6.9
COc1ccc(S(=O)(=O)Nc2c(C)cccc2C)cc1-n1cnnn1 | 4 | 4 | -2 | -1 | -1.4 | 9 | -3 | -3 | -1 | 1.7
O=C(COc1ccc(-c2nnco2)cc1)Nc1c(Cl)cccc1C(F)(F)F | -3 | 5 | -1 | -3 | -1.6 | 5 | 5 | 4 | -3 | 0.2
Cn1c(SCc2nc(-c3ccc(Cl)cc3)no2)nnc1-c1ccco1 | nt | -1 | -2 | 0 | -0.3 | -10 | -5 | 0 | 14 | -0.6

This is a random part of the collection. About 4.1% of those tested had a hit in this group.
